# 14-3-3 PPI – alters human 14-3-3 gamma binding to Raf peptide | P61981 | FP, 14-3-3gamma / TMR-pS259-Raf peptide binding | inhibition, % at 40 µM | 160,000 tested, 0.19% active; in the data active means inhibition above about 30%;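 further: 0% = protein plus tracer without compound and 100% = blank with tracer alone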
# Target sequence (P61981 whole entry, looked up): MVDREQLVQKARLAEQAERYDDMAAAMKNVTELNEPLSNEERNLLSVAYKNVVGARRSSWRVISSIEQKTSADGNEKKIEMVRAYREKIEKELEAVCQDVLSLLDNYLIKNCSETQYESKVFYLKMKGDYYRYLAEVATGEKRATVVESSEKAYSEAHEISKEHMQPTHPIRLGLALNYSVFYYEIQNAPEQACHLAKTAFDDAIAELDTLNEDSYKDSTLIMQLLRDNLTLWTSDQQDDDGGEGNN
# * hit, by the source's call; + = active, no number; & = joins results of further samples. This is a subset; rates above refer to the full screens.
14-3-3 PPI | structure
1 | CCOc1ccc(C(=O)Nc2ccc(NC(=O)c3ccc(C(C)(C)C)cc3)cc2)cc1[N+](=O)[O-]
-13 | CCCCN(CC)S(=O)(=O)c1ccc2c(c1)CCN2C(=O)C1CC1
3 | O=C1C(Nc2cccc(Cl)c2)=C(N2CCCCC2)C(=O)c2ccccc21
0 | O=C(NC1CCCCC1)c1ccc2nc3cc(Cl)ccc3c(=O)n2c1
0 | Cc1ccc(NC(=O)CCCN2C(=O)c3cccnc3C2=O)c(Cl)c1
-3 | CCn1c(C(=O)N2CCC(C(=O)NCc3cccs3)CC2)cc2sccc21
-4 | COC(=O)C1=CN(C(C)C)C=C(C(=O)OC)C1c1cccc(F)c1
2 | Cc1ccc(NC(=O)C(=O)NCc2ccco2)cc1
4 | O=C(CSc1ccccc1C(=O)O)Nc1cccc(C(F)(F)F)c1
-5 | COc1ccc(S(=O)(=O)N2CCC(C(=O)NC3CCCCC3)CC2)cc1
-1 | CC(c1ccccc1)N1CC(C(=O)N2CCN(c3ccccc3)CC2)CC1=O (stereo not given)
-7 | CCCOC(=O)c1cc(=O)[nH]c2ccccc12
-6 | COc1ccc(Nc2nc(C)nc3sc4c(c23)CCC4)c(OC)c1
-1 | CCOC(=O)CSc1nc2c(sc3ccccc32)c(=O)n1-c1ccc(C)cc1
-7 | CCc1ccc(NC2=C(Cl)C(=O)N(c3cccc(C)c3C)C2=O)cc1
-1 | COc1ccc(CNC(=O)c2cnc(Nc3ccccc3OC)c3ccccc23)cc1
-4 | O=C(O)c1cccnc1SC1CC(=O)N(Cc2ccccc2)C1=O (stereo not given)
-4 | O=S(=O)(c1ccccc1)c1ccc(S(=O)(=O)N2CCOCC2)cc1
-1 | O=C(O)CCC(=O)N1CCc2ccccc21
-2 | Cc1ccc(C(=O)CSc2nnc(-c3ccccc3N)n2C)cc1
-1 | Cc1ccc2[nH]cc(CCNC(=O)c3ccccc3)c2c1
-2 | COC(=O)C1=C(C)N(c2ccc(OC)cc2)C(C)=C(C(=O)OC)C1c1ccccc1
0 | CCCC(=O)Nc1ccc(-c2nc3cc(C(C)C)ccc3o2)cc1
-3 | CCCCOc1ccc(C(=O)CCNC(C(=O)O)C(C)CC)cc1 (stereo not given)
-14 | COc1ccc(C(=O)Nc2ccc3c(c2)nc2n3CCSC2)cc1
-5 | COc1ccccc1OCc1ccc(C(=O)n2nc(C)c(Cl)c2C)o1
1 | CCC(=Nc1ccc(Cc2ccncc2)cc1)c1c(O)n(C)c(=O)n(C)c1=O
1 | COc1cc2[nH]c(=O)n(CC3CCCO3)c(=O)c2cc1OC (stereo not given)
2 | O=C(NC1CCCCCC1)c1ccc2nc3ccccc3c(=O)n2c1
-5 | O=C(Nc1ccc2c(c1)OCO2)C1CCN(C(=O)c2cccs2)CC1

# Next section; it opens with the two that closed the last part.
14-3-3 PPI | structure
2 | O=C(NC1CCCCCC1)c1ccc2nc3ccccc3c(=O)n2c1
-5 | O=C(Nc1ccc2c(c1)OCO2)C1CCN(C(=O)c2cccs2)CC1
-2&-3 | CC(=O)N1CCc2cc(S(=O)(=O)NCCC(=O)N3CCc4ccccc4C3)ccc21
2 | CCCOc1ccc(C2c3c(oc4ccccc4c3=O)C(=O)N2CCCN2CCOCC2)cc1 (stereo not given)
4 | S=c1nc(NCCc2ccc(Cl)cc2)c2ccccc2[nH]1
4 | Cc1nnc2ccc(N3CCCC3)nn12
7 | CSc1sc(SC)c(C[n+]2ccccc2)c1C[n+]1ccccc1
18 | CCOC(=O)/C(C(N)=NC)=C(\O)c1ccccc1
-11 | COc1ccc(NC(=O)CCS(=O)(=O)c2ccc(Br)s2)cc1Cl
-2 | COc1ccc(OC)c(-c2cc(C(=O)Nc3c(C)nn(Cc4ccccc4)c3C)no2)c1
-2 | CCCn1nc(-c2ccccc2)c2nc3ccccc3nc21
-5 | CC(C)(C)n1cnc2cc(NCc3ccccc3O)ccc21
1 | Cc1cc(Br)cc2c1NC(=O)C2(O)N1CCOCC1 (stereo not given)
-7 | Cc1ccc(Nc2c(-c3c[nH]c4ccccc34)nc3ccc(C)cn23)cc1
-6 | O=C(c1ccc(F)cc1)N1N=C(c2ccc(Cl)cc2)CC1(O)C(F)(F)F (stereo not given)
4 | COc1ccc(OC)c(C2=NOC(C(=O)Nc3cc(C)nn3-c3ccccc3)C2)c1 (stereo not given)
-11 | O=C(c1cccc(Cl)c1)N1CCN(c2ccc(F)cc2)CC1
-8 | COc1ccc2[nH]c3nc(=S)[nH]nc3c2c1
-4 | CCc1ccc2[nH]c(=O)c(CN(CCN(CC)CC)C(=O)NC3CCCCC3)cc2c1
2 | O=C(Nc1ccc2c(c1)OCO2)C(c1ccccc1)N1CCCCC1 (stereo not given)
-2 | O=C1Nc2ccccc2N=C(c2ccccc2)C1N1CCOCC1 (stereo not given)
-5 | CC1CCN(S(=O)(=O)c2ccc3c(c2)N(CC(=O)NCc2ccccc2)C(=O)CS3)CC1

# Another view of some results above:
SMILES	14-3-3 PPI
Cc1nnc2ccc(N3CCCC3)nn12	4
CSc1sc(SC)c(C[n+]2ccccc2)c1C[n+]1ccccc1	7
CCOC(=O)/C(C(N)=NC)=C(\O)c1ccccc1	18
COc1ccc(NC(=O)CCS(=O)(=O)c2ccc(Br)s2)cc1Cl	-11
COc1ccc(OC)c(-c2cc(C(=O)Nc3c(C)nn(Cc4ccccc4)c3C)no2)c1	-2
CCCn1nc(-c2ccccc2)c2nc3ccccc3nc21	-2
CC(C)(C)n1cnc2cc(NCc3ccccc3O)ccc21	-5
Cc1cc(Br)cc2c1NC(=O)C2(O)N1CCOCC1 (stereo not given)	1
Cc1ccc(Nc2c(-c3c[nH]c4ccccc34)nc3ccc(C)cn23)cc1	-7
O=C(c1ccc(F)cc1)N1N=C(c2ccc(Cl)cc2)CC1(O)C(F)(F)F (stereo not given)	-6
COc1ccc(OC)c(C2=NOC(C(=O)Nc3cc(C)nn3-c3ccccc3)C2)c1 (stereo not given)	4
O=C(c1cccc(Cl)c1)N1CCN(c2ccc(F)cc2)CC1	-11
COc1ccc2[nH]c3nc(=S)[nH]nc3c2c1	-8
CCc1ccc2[nH]c(=O)c(CN(CCN(CC)CC)C(=O)NC3CCCCC3)cc2c1	-4
O=C(Nc1ccc2c(c1)OCO2)C(c1ccccc1)N1CCCCC1 (stereo not given)	2
O=C1Nc2ccccc2N=C(c2ccccc2)C1N1CCOCC1 (stereo not given)	-2
CC1CCN(S(=O)(=O)c2ccc3c(c2)N(CC(=O)NCc2ccccc2)C(=O)CS3)CC1	-5

# (list continues)
14-3-3 PPI | structure
12 | COC(=O)C1C(=O)C2=C(CC1C)NC(C)=C(C(=O)OC(C)C)C2c1cc(OC)c(O)c(OC)c1 (stereo not given)
-4 | CCOC(=O)CSc1nnc2n(-c3ccccc3)c(=O)c3c4c(sc3n12)COC(C(C)C)C4 (stereo not given)
0 | COc1cc2c(cc1OC)C(C(=O)Nc1ccc(Br)cc1C)C(c1cccnc1)N(C)C2=O (stereo not given)
-7 | CN(CC(=O)Nc1ccncc1)S(=O)(=O)c1ccccc1
-7 | CCOc1cccc2cc(C(=O)N3CCc4ccccc4C3)c(=O)oc12
-6 | CCOc1ccc(-c2[nH]nc3c2C(c2ccc(O)cc2)C(C#N)=C(N)O3)cc1 (stereo not given)
-29 | COCCN1C(=O)c2ccccc2C(C(=O)Nc2ccc(C)c(F)c2)C1c1ccc(F)cc1 (stereo not given)
-12 | Cc1ccccc1C(=O)NC1CCN(Cc2nnnn2CCc2ccccc2)CC1
-16 | COc1ccc(C/C(N)=N/n2cnnc2)cc1
-5 | CN1C(=O)c2ccccc2C(C(=O)Nc2ccccc2F)C1c1cccs1 (stereo not given)
1 | CC1(C)CC(NC(=O)c2ccc3c(c2)OCO3)CC(C)(C)N1
3 | COc1ccc(/C(O)=C2\C(=O)C(=O)N(CCCn3ccnc3)C2c2ccc(F)cc2)cc1 (stereo not given)
2 | COc1ccccc1Oc1coc2cc(O)ccc2c1=O
-7 | CCC(=O)Nc1c2c(nn1-c1ccc(C)cc1C)CSC2
6 | CCOC(=O)C1=C(C)NC2=C(C(=O)C(C(=O)OCC)C(c3ccccc3OC)C2)C1c1cccc(Br)c1 (stereo not given)
-1 | CC(=O)Nc1nnc(C23CC4CC(CC(C4)C2)C3)s1
-2 | CC1CCC(C(C)C)C(OC(=O)c2cc([N+](=O)[O-])ccc2Cl)C1 (stereo not given)
-6 | COC(=O)c1ccc(NC(=O)CSc2nnc(COc3ccccc3)n2C)cc1
-3 | CCN(Cc1ccccc1)Cc1c(F)cccc1F
-5 | COc1cccc(NC(=O)c2oc3ccccc3c2NC(=O)C2CC2)c1
2 | O=c1c2c3c(sc2n2cnnc2n1CCc1ccccc1)CCCC3
7 | CCC(=O)N1CCc2cc(S(=O)(=O)NCc3cccnc3)ccc21
-5 | O=C(CCc1nc(-c2ccccc2F)no1)NC1CC1
-25 | CCc1nc2oc3cc(OC)ccc3c(=O)c2c(=O)n1Cc1ccco1
-1 | Cc1ccc(-n2c(=O)[nH]c3cc(C(=O)NCc4ccccc4)ccc3c2=O)cc1
0 | CC(NC(=O)c1ccc(CS(=O)(=O)c2ccc(Cl)cc2)o1)c1ccccc1 (stereo not given)
-81 | Cc1ccc2nc(-c3cc(N=Cc4cc([N+](=O)[O-])ccc4O)ccc3O)oc2c1
1 | O=S(=O)(c1cccc2nsnc12)N1CCOCC1
-1 | CCOC(=O)N1CCN(c2cc3nccnc3cc2F)CC1
-5 | CC(C)OC(=O)CSc1nc2c(c(C3CC=CCC3)c1C#N)CCC2 (stereo not given)
0 | Cc1ccc(C(=O)CC2(O)C(=O)N(Cc3ccccc3)c3ccccc32)o1 (stereo not given)
-22 | Cc1cccc(NC(=O)c2c(N)sc3c2CCC(C(C)(C)C)C3)c1 (stereo not given)
1 | CCOC(=O)C(Cc1ccc(F)cc1)SC#N (stereo not given)
-10 | COc1ccc(-c2cc(C(=O)NCCN3CCOCC3)c3cc(C(C)C)ccc3n2)cc1
-12 | COc1ccc(C(=O)Nc2nnc(N=Cc3ccc(Br)s3)s2)cc1
1 | COc1ccc(N(C(=O)c2cccc(C)c2)S(=O)(=O)c2ccc(Cl)cc2)cc1
-2 | Cc1cccc(OCc2nnc(SCC(=O)Nc3nccs3)o2)c1
-15 | CCC(=O)Nc1ccc(C(=O)n2nc(C)cc2C)cc1
-1 | N/C(CCN1CCCCC1)=N/O
5 | Cc1ccc(N2CC(C(=O)NC3CCCCC3)CC2=O)cc1 (stereo not given)
-5 | O=[N+]([O-])c1cc(-c2ncnn2-c2cccc(Br)c2)ccc1Cl
3 | Cn1c(Nn2cnnc2)nc2ccccc21
-10 | O=C(Nc1cc2cccc([N+](=O)[O-])c2oc1=O)c1ccc([N+](=O)[O-])cc1
-1 | O=C(O)C12C3C4C1C1C2C3C41C(=O)O (stereo not given)
2 | COc1ccc(C(=O)Nc2ccc(Cl)cc2C(=O)NCc2ccco2)cc1OC
5 | Cc1ccc2cc(S(=O)(=O)NC3CC(C)(C)NC(C)(C)C3)ccc2c1
-8 | Cc1cc(NC(=O)CCCOc2ccccc2)no1
0 | CCCCNC(=O)C1CCC(CNS(=O)(=O)c2ccc(C)cc2)CC1 (stereo not given)
-9 | Cc1csc2nc(CSc3ccc(Cl)cc3)c(Br)n12
-32 | COC(=O)c1ccc(C(=O)OC)c(NC(=O)c2c(C)c(-c3ccc(Cl)cc3)nc3ccccc23)c1

# (further entries)
14-3-3 PPI | structure
-11 | CCOCCCNC(=O)c1cc(=O)[nH]c2ccc(S(=O)(=O)N3CCCCCC3)cc12
-5 | Cc1[nH]c2ccccc2c1C(c1ccncc1)N1CCOCC1 (stereo not given)
-15 | O=C(O)CNS(=O)(=O)c1ccc([N+](=O)[O-])cc1
56* | COc1ncnc2c1N=C1CC(C)(C)CC(N)=C1S2
-17 | CCOC(=O)c1cc2c(=O)n3ccccc3nc2n(CC(C)C)c1=NC(=O)c1cccc([N+](=O)[O-])c1C
-6 | COCCCNC(=O)CCCOc1ccccc1
-8 | CCCn1c(=O)c(C(=O)NCCc2ccccc2)c(O)c2ccccc21
-6 | CCn1ncc(C2=NOC(C(=O)Nc3ccccc3C(=O)OC)C2)c1C (stereo not given)
6 | CCN(CC)c1ncnc2sc(C(=O)Nc3cc(Cl)ccc3OC)c(C)c12
7 | CCOc1ccc(-n2nc(C(=O)Nc3ccccc3OCC)c3ccccc3c2=O)cc1
-3 | CCOC(=O)c1c(NC(=O)COc2ccc(C)cc2)sc(C)c1C
14 | Cc1ccc(-c2noc(CCC(=O)N3CCCCC3C)n2)cc1 (stereo not given)
0 | COC(=O)c1ccc(NC(=O)c2ccc(OC)c([N+](=O)[O-])c2)cc1
+ | O=C1c2ccccc2-c2c(NC3CCCCC3)c(=O)[nH]c3cccc1c23
-2 | Cn1c(=O)cc(SCC(=O)Nc2ccc(Oc3ccccc3)cc2)c2ccccc21
-4 | CCOC(=O)C1C(=O)C=C(c2cccs2)CC1c1ccc(C)cc1 (stereo not given)
2 | O=C(Nc1nc(-c2ccccc2)c(C(=O)c2ccccc2)s1)c1ccc(S(=O)(=O)N2CCCCC2)cc1
3 | CCOC(=O)CSC1=C(C#N)C(c2ccco2)C(C(=O)OCc2ccccc2)=C(C)N1 (stereo not given)
-6 | COc1ccc(OC)c(N(CC(=O)Nc2ccccc2C)S(=O)(=O)c2ccccc2)c1
-3 | CN(Cc1cccc2ccccc12)c1ncnc(Cl)c1[N+](=O)[O-]
-4 | CCOc1ccc(-c2nnn(CC(=O)NCc3cccs3)n2)cc1
-6 | Cc1ccc(C2=CC(c3ccc(F)cc3)n3ncnc3N2)cc1 (stereo not given)
-2 | CN(C)S(=O)(=O)c1ccc(/C(O)=C2\C(=O)C(=O)N(CCN3CCOCC3)C2c2ccncc2)cc1 (stereo not given)
-8 | CCCCCCNC(=O)CC(NS(=O)(=O)c1ccc(NC(C)=O)cc1)C(C)C (stereo not given)
-1 | C=CCn1c(-c2cc(Cl)ccc2OC)n[nH]c1=S
-6 | CC(C)(C)c1ccc(C(=O)Nc2ccc(N3CCCCC3)cc2)cc1
-8&-6 | CCCCC(NS(=O)(=O)c1ccc(OC)cc1)C(=O)O (stereo not given)
-35 | Cc1oc2c(cc(NS(=O)(=O)c3ccc(F)cc3)c3ccccc32)c1C(=O)OCc1ccccc1
6 | COC(=O)c1[nH]c2ccccc2c1NC(=O)CN(C)C
-6 | CN(CC(=O)NC(=O)NCc1ccco1)Cc1nc2ccccc2c(=O)[nH]1
-3 | CC(=O)Nc1nonc1-c1ccccc1
-17 | COc1ccc(-n2c(CCC(=O)O)ccc2-c2cccs2)cc1Cl

# High-throughput results deposited in PubChem BioAssay by Emory University Molecular Libraries Screening Center.
